From PubChem BioAssay
M1 PAM parental = counter-screen for M1 PAMs: effect in parental CHO-K1 cells; 360,000 tested, 0.02% active; activation, % at 3 µM; AID 602247; ATP EC20, Fluo-8 calcium fluorescence; 0% at ATP EC20, 100% at ATP max;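 active = activation above the run cutoff, the mean activation of all test compounds plus 3 SD, cut at about 40% in these data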;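 also: peak over basal fluorescence ratio in a 140 s read after ATP addition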
OXTR potentiator = potentiators of human oxytocin receptor. P30559. CHO-OTR cells, Fluo-8 calcium fluorescence, potentiator mode; 0% = oxytocin EC15, 100% = EC100. activation, % at 3 µM. 320,000 tested, 0.061% active;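 active = activation above that plate's cutoff, the mean activation of tested compounds plus 3 SD, cut at about 6.6% in these data, passing the limit was not always enough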;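 also: 100% uses oxytocin at 75 nM as the full agonist control; some results filed as inactive read as strong as hits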
Target sequence (P30559 whole entry, looked up): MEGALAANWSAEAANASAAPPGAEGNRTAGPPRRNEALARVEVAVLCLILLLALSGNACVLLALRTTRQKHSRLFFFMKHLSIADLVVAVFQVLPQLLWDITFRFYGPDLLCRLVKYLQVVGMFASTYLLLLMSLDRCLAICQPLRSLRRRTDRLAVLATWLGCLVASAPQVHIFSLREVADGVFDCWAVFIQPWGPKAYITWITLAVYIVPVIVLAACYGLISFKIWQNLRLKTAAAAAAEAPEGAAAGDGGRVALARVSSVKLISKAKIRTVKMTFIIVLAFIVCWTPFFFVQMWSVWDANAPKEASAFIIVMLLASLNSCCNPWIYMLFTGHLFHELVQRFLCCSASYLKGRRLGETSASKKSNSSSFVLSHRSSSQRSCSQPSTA
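System: human OTR in CHO cells / Also added: sub-maximal oxytocin, roughly EC15 / Control set: EC15 oxytocin low, 75 nM oxytocin high / Schedule: 6 min compound pre-incubation at room temperature, 100 s kinetic read / Compound: single-point 3.0 µM / Replication: singlicate / Technique: Fluo-8 calcium dye fluorescence / Read-out basis: % activation of max/min ratio relative to oxytocin controls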
CHO-K1 Ca ag = M1 agonist counterscreen hit in parental CHO-K1 cells; Fluo-8 calcium fluorescence; scaled to maximal ATP response, vehicle zero; activation, % at 3 µM; 360,000 tested, 0.48% active; AID 602248; in the data active = activation above about 15%;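 also: untransfected CHO-K1 host cells lacking M1 receptor as counterscreen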
CHO-K1 Ca antag = counter-screen for M1 antagonists: effect in parental CHO-K1 cells. ATP-induced calcium, Fluo-8 fluorescence. inhibition, % at 3 µM. 360,000 tested, 0.6% active;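 active = inhibition above a per-plate cutoff, the plate's mean sample inhibition plus 3 SD, cut at about 24% in these data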;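 also: 0% = DMSO plus EC80 ATP and 100% = DMSO alone without ATP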
TAAR1 ag = agonists of human TAAR1 | Q96RJ0 | CHO RD-HGA16 TAAR1, Fluo-8 calcium fluorescence; vehicle wells 0%, saturating PEA agonist 100% | activation, % at 3 µM | 360,000 tested, 0.99% active | AID 624467;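 active = activation above the mean activation of all test compounds in the run plus 3 SD, cut at about 38% in these data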
Target sequence (Q96RJ0 whole entry, looked up): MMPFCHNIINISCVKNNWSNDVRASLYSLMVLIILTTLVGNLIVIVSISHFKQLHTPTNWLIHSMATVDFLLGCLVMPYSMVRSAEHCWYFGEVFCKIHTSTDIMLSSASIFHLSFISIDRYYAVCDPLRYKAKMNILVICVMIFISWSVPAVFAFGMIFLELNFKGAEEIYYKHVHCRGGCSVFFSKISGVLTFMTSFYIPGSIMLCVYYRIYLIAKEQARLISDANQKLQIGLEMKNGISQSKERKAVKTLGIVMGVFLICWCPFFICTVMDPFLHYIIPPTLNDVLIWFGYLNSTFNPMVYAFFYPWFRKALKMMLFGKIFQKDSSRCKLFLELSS
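Assay system – CHO-derived RD-HGA16 cells with stable Gα16 and human TAAR1 · Compound dosing – one-point dosing at 3 µM (nominal) · Incubation – 17-24 h seeding, 75 min 37 °C dye, 30 min RT · Measured by – kinetic Fluo-8 calcium fluorescence · Control set – DMSO vehicle as 0%, PEA at EC100 as 100% · Repeats – single well for each compound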
V1aR counter = V1a receptor agonism, counter-screen for OXTR agonists | P37288 | CHO-V1R cells, Fluo-8 calcium fluorescence, agonist mode; 0% DMSO, 100% 3 nM vasopressin | activation, % at 3 µM | 320,000 tested, 0.25% active | AID 2797;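 active = activation above the mean activation of all tested compounds plus 3 SD, per screening run, cut at about 20% in these data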;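 also: signal is peak over basal fluorescence ratio across a 100 second FLIPR read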
CHO parental Ca = counter-screen for OX1R antagonists: effect in parental CHO cells; AID 463079; parental CHO-K1, ATP-induced calcium, Fluo-8 fluorescence; inhibition, % at 5.6 µM; 330,000 tested, 0.63% active;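 active = inhibition above that plate's mean sample inhibition plus 3 SD, cut at about 26% in these data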;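 also: 0% = ATP-challenged DMSO wells and 100% = DMSO wells without ATP; some compounds past the cut are filed as inactive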
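Assay system: untransfected parental CHO cell line. Also added: ATP agonist challenge. Dosing: one dose, 5.6 µM nominal. Measured by: Fluo-8 fluorescence. Read-out: % inhibition. Benchmarks: ATP wells versus no-ATP DMSO wells. Repeats: no replicates.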
TAAR1 antagonist = human TAAR1 antagonism | CHO RD-HGA16 TAAR1, Fluo-8 calcium fluorescence, antagonist | inhibition, % at 3 µM | 360,000 tested, 1.5% active | Q96RJ0 | AID 624466;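 active = inhibition above a per-plate cutoff, the mean inhibition of test compounds on that plate plus 3 SD, cut at about 49% in these data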;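 also: 0% = DMSO plus EC80 beta-PEA response and 100% = DMSO alone without agonist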
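System: CHO RD-HGA16 cells bearing hTAAR1. Reagent: EC80 β-phenethylamine stimulus. Schedule: seeding 17-24 h prior, 75-min 37 °C, 30-min RT dye loading. Signal: Fluo-8 intracellular calcium dye fluorescence, real-time kinetic reads. Read-out: % inhibition from peak post-agonist over basal fluorescence ratio. Benchmarks: vehicle wells and EC80 agonist wells. Replicates: n of 1.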
M1 ag = human M1 muscarinic receptor agonism. CHO-K1 hM1, Fluo-8 calcium fluorescence, agonist mode; 0% DMSO, 100% acetylcholine EC100. P11229. 360,000 tested, 0.33% active. activation, % at 3 µM;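 active = activation above the run's mean compound activation plus 3 SD, cut at about 16% in these data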;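 also: peak over basal fluorescence ratio within a 140 s kinetic read after compound addition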
* = called active by the depositor; · = not tested or not shown.

item | molecule | M1 PAM parental | OXTR potentiator | CHO-K1 Ca ag | CHO-K1 Ca antag | TAAR1 ag
1 | CC1(c2ccccc2)CC(C)(C)N(C(=O)c2cc([N+](=O)[O-])cc([N+](=O)[O-])c2)c2ccccc21 (stereo unspecified) | 18 | -6 | 11 | -1 | -2
2 | Cc1[nH][nH]c(=O)c1C(c1cc([N+](=O)[O-])ccc1O)c1c(C)[nH][nH]c1=O | 13 | -3 | 0.5 | -12 | 1
3 | COc1ccc(OCCOC(=O)c2cccc(-n3cnnn3)c2)cc1 | 6 | -3 | 0.8 | -8 | 0
4 | CC(C)(C)C(=O)/C=C(\N)c1ccncc1 | 11 | -6 | 0.5 | -8 | 11
5 | OCC[C@@H]1C[C@@H](O)[C@H](O)[C@@]2(CCc3ccccc3CO2)O1 | 8 | -3 | 0.8 | -10 | 19
6 | CCc1nc2c(OCC(=O)c3ccc(F)cc3)cccn2c1N(C)C(=O)c1ccc(OC)cc1 | 10 | · | 1.2 | -10 | -1
7 | S=C(NN=C(C1CC1)C1CC1)Nc1ccccc1 | 21 | 4 | 0.6 | -11 | 0
8 | CC(C)n1ncc2c(C(=O)N3CCN(Cc4ccc(Br)s4)CC3)cc(C3CC3)nc21 | -5 | -1 | -0.7 | -4 | -5
9 | O=C(Nc1cccc(Oc2c(F)c(F)c(F)c(F)c2F)c1)N1C[C@@H]2C[C@@H](C1)c1cccc(=O)n1C2 | 21 | -9 | 0.6 | -9 | 4
10 | S=c1[nH]nc(NCCCN2CCOCC2)s1 | 15 | 7 | -0.1 | -8 | 1
11 | CCOc1ccc(NC(=O)N(C2CCCCC2)C(C)c2ccncc2)cc1 (stereo unspecified) | 16 | -4 | 0.2 | -6 | 0
12 | Cc1cc(S(=O)(=O)c2cc3ccc(O)c(C)c3oc2=O)ccc1F | -27 | -26 | 2.4 | 14 | 10

item | V1aR counter | CHO parental Ca | TAAR1 antagonist | M1 ag
1 | 0.3 | -62 | -21 | -10
2 | 0.5 | 8 | -3 | -6
3 | 4.9 | -14 | 8 | -3
4 | 1.3 | -7 | -13 | -1
5 | 0.7 | -13 | -4 | -3
6 | · | · | -13 | -7
7 | -0.2 | 0 | -17 | -5
8 | -0.2 | -28 | -10 | -6
9 | -1.2 | -28 | -22 | -2
10 | 0.9 | 0 | -25 | -2
11 | 1.8 | -15 | 0 | -9
12 | 17 | 13 | 12 | 1

8 compounds already listed, ordered by number of heavy atoms, rising:
item | molecule | M1 PAM parental | OXTR potentiator | CHO-K1 Ca ag | CHO-K1 Ca antag | TAAR1 ag
10 | S=c1[nH]nc(NCCCN2CCOCC2)s1 | 15 | 7 | -0.1 | -8 | 1
7 | S=C(NN=C(C1CC1)C1CC1)Nc1ccccc1 | 21 | 4 | 0.6 | -11 | 0
5 | OCC[C@@H]1C[C@@H](O)[C@H](O)[C@@]2(CCc3ccccc3CO2)O1 | 8 | -3 | 0.8 | -10 | 19
12 | Cc1cc(S(=O)(=O)c2cc3ccc(O)c(C)c3oc2=O)ccc1F | -27 | -26 | 2.4 | 14 | 10
2 | Cc1[nH][nH]c(=O)c1C(c1cc([N+](=O)[O-])ccc1O)c1c(C)[nH][nH]c1=O | 13 | -3 | 0.5 | -12 | 1
1 | CC1(c2ccccc2)CC(C)(C)N(C(=O)c2cc([N+](=O)[O-])cc([N+](=O)[O-])c2)c2ccccc21 (stereo unspecified) | 18 | -6 | 11 | -1 | -2
6 | CCc1nc2c(OCC(=O)c3ccc(F)cc3)cccn2c1N(C)C(=O)c1ccc(OC)cc1 | 10 | · | 1.2 | -10 | -1
9 | O=C(Nc1cccc(Oc2c(F)c(F)c(F)c(F)c2F)c1)N1C[C@@H]2C[C@@H](C1)c1cccc(=O)n1C2 | 21 | -9 | 0.6 | -9 | 4

item | V1aR counter | CHO parental Ca | TAAR1 antagonist | M1 ag
10 | 0.9 | 0 | -25 | -2
7 | -0.2 | 0 | -17 | -5
5 | 0.7 | -13 | -4 | -3
12 | 17 | 13 | 12 | 1
2 | 0.5 | 8 | -3 | -6
1 | 0.3 | -62 | -21 | -10
6 | · | · | -13 | -7
9 | -1.2 | -28 | -22 | -2

Going on with the list.
item | molecule | M1 PAM parental | OXTR potentiator | CHO-K1 Ca ag | CHO-K1 Ca antag | TAAR1 ag
13 | COc1ccccc1NC(=O)C1=C(C)NC(SCC(=O)Nc2ccc(C(=O)O)cc2)=C(C#N)C1c1cccs1 (stereo unspecified) | -2 | 5 | 0.9 | 0 | 0
14 | Cc1cc(C(C)(C)C)cc(C)c1COC(=O)CN1C(=O)NC2(CCCC2)C1=O | -5 | 0 | -0.4 | 6 | 15
15 | Nc1nonc1-n1nnc(C(=O)N/N=C/c2cc(Br)ccc2O)c1CNc1ccccc1 | 2 | -9 | 0.1 | -9 | 2
16 | CC1=C(C(=O)Nc2ccccc2C)C(c2ccc(C)o2)n2c(s/c(=C/c3ccccc3)c2=O)=N1 (stereo unspecified) | 24 | -8 | 1.3 | -7 | 8
17 | O=C(O)c1cc(Cl)c(Cl)cc1C(=O)Nc1cccnc1 | · | -20 | · | · | 3
18 | CCS(=O)(=O)Nc1cc(-c2nc3cccnc3s2)ccc1C | 13 | -1 | 0.1 | -2 | 2
19 | CC(C)Oc1ccc(F)cc1-c1cc(C(=O)NCc2cccs2)[nH]n1 | 0 | · | 1.2 | -8 | 4
20 | CC(=O)N1N=C(c2cccc(Cl)c2)OC1c1cccc([N+](=O)[O-])c1 (stereo unspecified) | 1 | 1 | -0.1 | -5 | 3
21 | O=C(Nc1sc2c(c1C(=O)O)CCCCC2)c1ccccc1 | 14 | -17 | 0.0 | -18 | -1
22 | Cc1sc(N)nc1-c1cccs1 | -7 | -10 | -0.3 | 20 | 4
23 | COc1ccc(-c2nc(NC(=O)Cn3ccc(C(F)(F)F)n3)sc2C)cc1 | 11 | -7 | 1.5 | -13 | 10
24 | Cc1ccc(C(=O)OC2CCN(c3ccc([N+](=O)[O-])cc3)CC2)cc1 | 1 | -2 | 0.4 | -7 | 3

item | V1aR counter | CHO parental Ca | TAAR1 antagonist | M1 ag
13 | 0.0 | -5 | -11 | -5
14 | -0.9 | -23 | -12 | -1
15 | -0.5 | -2 | -14 | -6
16 | -0.9 | -18 | 11 | -4
17 | -0.1 | -4 | -11 | ·
18 | 0.0 | -11 | 6 | -4
19 | · | · | 19 | -5
20 | -0.4 | 4 | -11 | -10
21 | -0.9 | 7 | -2 | -6
22 | 0.0 | -15 | -8 | -3
23 | 2.2 | 9 | 16 | -4
24 | 3.0 | -2 | 15 | -4

Later entries
item | molecule | M1 PAM parental | OXTR potentiator | CHO-K1 Ca ag | CHO-K1 Ca antag | TAAR1 ag
25 | CNC(=O)/C(=C\c1ccco1)NC(=O)c1ccco1 | 9 | -3 | 1.0 | -10 | 5
26 | Cc1ccc(C)c(NC(=O)c2cc(-c3cc(C)cc(C)c3O)n[nH]2)c1 | -22 | -15 | 0.7 | 12 | 3
27 | CN(CCc1ccccc1)C(=O)c1ccc(NC(=O)Cc2ccc(NC(=O)C3CCCN(C(=O)c4ccccc4)C3)cc2)cc1 (stereo unspecified) | 0 | · | 0.2 | 5 | -1
28 | Cc1cc(C)c(-c2csc(NC(=O)c3cc([N+](=O)[O-])ccc3N3CCOCC3)n2)c(C)c1 | 18 | -6 | -0.2 | -2 | 5
29 | COCCn1c(SCC(=O)N2CCCC2)nnc1-c1ccco1 | 9 | -4 | 5.5 | -6 | 3
30 | O=C(c1ccc2nc[nH]c2c1)N1CCN(c2cccc(Cl)c2)CC1 | -9 | · | 4.8 | 1 | 5
31 | N#Cc1c(Cl)cccc1N1CCC(C(N)=O)CC1 | 5 | -1 | 0.6 | -6 | 6
32 | O=C(Nc1nc(-c2ccccc2)cs1)C1CCCCN1S(=O)(=O)c1ccccc1 (stereo unspecified) | -3 | -8 | -0.4 | -17 | -2
33 | Cc1nn(CC(=O)N2c3ccccc3NC(=O)C2(C)C)c(C)c1[N+](=O)[O-] | 4 | -8 | 0.1 | -15 | 5
34 | COC(=O)c1cc(-c2ccc(OC)c(OC)c2)n[nH]1 | 2 | 2 | 0.1 | 4 | 1
35 | CC(OC(=O)C1=Cc2ccccc2OC1)C(=O)NC(C)(C)C (stereo unspecified) | 10 | -3 | 0.5 | -15 | 8
36 | Cc1cc(NC(=O)COc2ccc(C)c(C)c2)no1 | 24 | -7 | 0.9 | -3 | 3

item | V1aR counter | CHO parental Ca | TAAR1 antagonist | M1 ag
25 | 0.7 | -1 | -5 | -2
26 | 1.5 | -2 | 32 | -4
27 | · | · | 5 | -2
28 | 0.1 | -19 | -3 | -10
29 | 0.2 | 1 | -12 | -4
30 | · | · | 7 | -3
31 | 1.0 | -3 | -4 | -4
32 | -0.7 | -10 | -9 | -9
33 | -0.1 | -19 | -13 | -2
34 | -0.1 | -14 | 1 | 0
35 | 0.3 | 9 | 10 | -5
36 | 0.8 | -2 | 5 | -1

Going on with the list.
item | molecule | M1 PAM parental | OXTR potentiator | CHO-K1 Ca ag | CHO-K1 Ca antag | TAAR1 ag
37 | COc1ccc(N2C(=O)CC(N3CCN(c4ccc(S(C)(=O)=O)cc4)CC3)C2=O)cc1 (stereo unspecified) | 1 | 6 | 0.7 | -17 | 17
38 | CC1(C(=O)Nc2cccc3cccnc23)CCN1Cc1ccc(-c2ccccc2)o1 (stereo unspecified) | 3 | · | 0.3 | 2 | 1
39 | CC(C)Oc1ccc(C(CC(=O)O)NC(=O)c2cccs2)cc1 (stereo unspecified) | -4 | 2 | 0.1 | 15 | 14
40 | CCN(CC(=O)Nc1ccc(NC(C)=O)cc1)C(=O)c1cccc(Oc2ccccc2)c1 | 0 | -13 | 0.6 | -13 | 2
41 | Clc1ccccc1CNc1nc2ccccc2n2cnnc12 | 2 | -5 | 0.1 | 0 | 4
42 | O=C(O)C1CCCCC1C(=O)NCc1ccncc1 (stereo unspecified) | 4 | -5 | 0.0 | -2 | 2
43 | Cc1ccc(CC2(OCCN(C)C)CCC(C(C)(C)C)CC2)cc1 (stereo unspecified) | 17 | · | 6.2 | -3 | 63*
44 | O=C(Nc1ccc(NC(=O)C23CC4CC(CC(C4)C2)C3)cc1)c1cc(F)c(F)cc1Cl | 21 | -1 | 1.0 | -3 | 0

item | V1aR counter | CHO parental Ca | TAAR1 antagonist | M1 ag
37 | 0.5 | -6 | -1 | -5
38 | · | · | -7 | -6
39 | 1.2 | 4 | -1 | 0
40 | -0.1 | 1 | -25 | -1
41 | -0.5 | -17 | -38 | -1
42 | -0.2 | -6 | -9 | -6
43 | · | · | 23 | 4
44 | 0.9 | 4 | 1 | -7

No enrichment for hits. Share with any hit: about 3.3%.
